# TLR4 MyD88 comp = blocks binding of human TLR4 to MyD88 | O00206+Q99836 | HeLa CL3-4 TLR4/MyD88 BLA complementation, FRET ratio | inhibition, % at 8.4 µM | 200,000 compounds, 0.18% hits | AID 861; in the data active = inhibition above about 25%;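 note: 0% = vehicle and 100% = reference inhibitor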
# STAT1 blocker = inhibitors of IFN-gamma induced STAT1 signaling. inhibition, % at 5.5 µM. 200,000 compounds, 0.35% hits. NIH 3T3 STAT1-luciferase reporter, luminescence;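 active = inhibition above a set limit, the mean inhibition across all tested compounds plus 3 SD, cut at about 34% in these data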;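 note: 0% = IFN-gamma with DMSO and 100% = IFN-gamma with 300 µM nifuroxazide; values of inactives mirror those of a sister screen read the other way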
# STAT1 act = STAT1 signaling activation. NIH 3T3 STAT1-luciferase reporter, IFN-gamma, luminescence; 100% = IFN-gamma alone, no compound. activation (% of control), % at 5.5 µM. 200,000 compounds, 2.6% hits. AID 932;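 active = activation above the screen-wide mean activation plus 3 SD, cut at about 130% in these data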;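 note: raw ratio to IFN-gamma control signal so 100% means no change and 0% no light; values of inactives mirror those of a sister screen read the other way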
# APP 5'UTR act = APP 5'UTR luciferase reporter activation | SH-SY5Y APP 5'UTR luciferase reporter, luminescence; zero percent = DMSO vehicle wells | activation, % at 2 µM | 190,000 compounds, 1% hits;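 active = activation above a set limit, based on mean plus 3 SD of controls, cut at about 140% in these data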; note: values of inactives mirror those of a sister screen read the other way
# Hsp70 act = Hsp70 transcriptional activation, primary screen; AID 1203; 200,000 compounds, 0.04% hits; HeLa Hsp70 promoter luciferase reporter, luminescence; scaled: vehicle 0, proteasome-inhibitor control 100%; activation, % at 10 µM;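 active = activation above the mean across all tested compounds plus 3 SD, cutoff set per campaign, cut at about 5.5% in these data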;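 note: 100% = MG132 at 30 µM as the positive control and 0% = DMSO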
# STAT3 act = increases IL-6 driven STAT3 reporter signal | AID 871 | U3A cells, IL-6 STAT3-luciferase reporter, luminescence; 100% = signal with IL-6 EC80 alone | 190,000 compounds, 0.91% hits | activation (% of control), % at 5.6 µM;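 active = activation above the screen-wide mean of compound activation plus 3 SD, cut at about 130% in these data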;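 note: 0% = background luminescence of wells with medium and substrate only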
#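 System – human U3A cells carrying STAT3-luciferase construct · Probe or stimulus – Interleukin-6, 33 ng/mL · Schedule – compound 1 h, then IL-6 6 h at 37 °C · Signal – luminescence from STAT3-driven luciferase reporter · Evaluation – percent of IL-6-only median luminescence · Benchmarks – IL-6-only high control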
# Redox H2O2 prof = compounds producing H2O2 with reducing agent – biochemical, NIH compound library profiling, artefact control for MLSCN library redox annotation, primary screen. DTT-dependent redox cycling H2O2, phenol red/HRP absorbance; 100% = 100 µM peroxide control, 0% = buffer. activation, % at 10 µM. 200,000 compounds, 0.03% hits. AID 878;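 active = activation of at least 50% relative to the plate's high and low controls in the primary single-dose screen; inactive = activation below 50%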;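 note: compound incubated with DTT at 0.8 mM final as the reducing agent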
# Efa HMGR inh = blocks class II HMG-CoA reductase of Enterococcus faecalis; inhibition, % at 10 µM; purified E. faecalis HMGR, NADPH absorbance 340 nm kinetic; 190,000 compounds, 0.41% hits;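 active = inhibition above a set limit, the median over all tested compounds plus 3 SD, cut at about 9.5% in these data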;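 note: enzyme runs in reverse so mevalonate oxidation gives rising NADPH absorbance; 0% = complete reaction with DMSO and 100% = background rate lacking mevalonate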
# STAT3 blocker = reduces IL-6 driven STAT3 reporter signal; U3A cells, IL-6 STAT3-luciferase reporter, luminescence; host cell line lacks STAT1; inhibition, % at 5.5 µM; 190,000 compounds, 0.89% hits; AID 862;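 active = inhibition above the mean inhibition across all screened compounds plus 3 SD, cut at about 44% in these data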;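 note: 0% = DMSO only wells and 100% = 100 µM nifuroxazide control wells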
# NF-kB expr up = compounds increasing NF-kB expression in human neuronal cells; NF-kB reporter expression; stronger effect = higher value; fold change at 12.5 µM; 190,000 compounds, 1.6% hits; AID 1239; in the data active = fold change above about 3.3
# An asterisk follows results filed as active.
SMILES,TLR4 MyD88 comp,STAT1 blocker,STAT1 act,APP 5'UTR act,Hsp70 act,STAT3 act,Redox H2O2 prof,Efa HMGR inh,STAT3 blocker,NF-kB expr up
Nc1ccc2c(c1)C(=O)N(CC1CCCO1)C2=O (configuration not stated),-4,2,98,26,-0.1,100,-1.8,-2,4,1.4
CC(=C/C(=O)O)/C=C/c1ccc(Cl)o1,-9,2,98,10,-0.2,102,1.9,-4,1,1.2
CC(/C=C1\SC(=S)N(NC(=O)c2ccccc2C)C1=O)=C\c1ccccc1,2,-8,107,-14,-0.4,102,0.1,-2,0,0.98
Cc1cccc(NS(=O)(=O)c2c(C)n[nH]c2C)c1,-8,7,93,12,0.2,97,-5.0,-1,8,1.1
Cc1cccc(OCC(=O)Nc2ccc(N3CCN(C(=O)c4ccco4)CC3)cc2)c1,-16,11,90,-6,-0.2,62,1.8,-1,54*,0.6
COc1ccc(N2CCC(CNS(=O)(=O)c3cccc(C(F)(F)F)c3)C2)cc1 (configuration not stated),-11,12,89,3,-0.4,97,0.5,0,7,1.2
CCOc1ccc(Cl)cc1/C=N/NC(=O)CNC(=O)c1ccccc1,-4,5,96,-9,0.4,104,0.0,-8,-2,1.1
COc1cc(NC(=O)c2ccco2)c(OC)cc1NC(=O)Nc1ccccc1Cl,-9,-5,105,18,0.1,88,2.5,-9,19,0.57
CNC(=S)NNc1nncc2ccccc12,-5,-7,105,-12,0.3,102,0.0,-2,0,1.4
CC(C)(C)c1ccc(C(=O)Nc2ncn[nH]2)cc1,2,-18,115,105,0.0,91,0.0,-2,14,2.9
Cc1cc(C)c(NC(=O)CS(=O)CC(=O)NCCCc2ccccc2)c(C)c1 (configuration not stated),4,0,100,16,-0.3,91,1.4,-7,17,1
O=C(OCc1nc2ccccc2s1)c1cccs1,1,-40,137*,-7,-0.1,151*,-2.1,-3,-57,1.2
O=C(NC1CCN(C(=S)NCc2ccco2)CC1)c1cccc(F)c1,4,3,99,-7,-0.2,103,-0.2,3,2,1.2
Cc1nc(SCc2ccc(Br)cc2)[nH]c(=O)c1C,5,2,98,12,-0.2,95,2.1,-6,10,1.3
Cc1scc(C(=O)NNC(=S)NCC2CCCO2)c1C (configuration not stated),11,5,96,2,0.0,95,-12,-8,8,1.1
Cc1ccc(C)n1-c1cccc(S(=O)(=O)N2CCOCC2)c1,-3,2,98,6,-0.2,105,-0.2,-5,7,1.1
COc1ccc(NC(=O)C2(c3ccc(NC(=O)c4ccc(OC)c(OC)c4)cc3)CCCC2)cc1,13,-2,102,-1,0.1,93,3.7,-7,19,0.97
N/C(=N\NC(=O)c1ccccc1Cl)c1cc2ccccc2oc1=O,-18,-3,102,0,-0.2,117,-0.3,-2,-11,1.2
O=C(Nc1cccc(S(=O)(=O)C(F)F)c1)c1ccc(Cl)c(S(=O)(=O)N2CCOCC2)c1,-17,7,92,22,0.0,89,0.2,3,19,0.32
O=C(COc1ccccc1)NNC(=O)c1cc2ccccc2o1,-5,4,97,2,-0.6,107,0.3,-3,-11,1.1
O=C(Oc1ccc(Cl)cc1N1C(=O)CCC1=O)c1ccco1,-6,2,98,13,0.1,90,2.6,-8,15,1.8
CCOc1ccc(N(CC(=O)NCC2CCCO2)C(=O)CCC(=O)Nc2nccs2)cc1 (configuration not stated),1,-6,103,11,-0.2,98,-1.1,0,9,1.1
Cc1noc(/C=C/N(C)C)c1S(=O)(=O)N(C)CC(=O)NC1CCCCC1,-4,5,96,-8,0.1,108,1.9,1,-4,1
Fc1ccccc1CNc1ccc(Cl)cc1,0,-13,110,15,0.4,88,3.0,-3,22,1.1

# High-throughput results as filed in PubChem.

# This is a random part of the collection (roughly 5.6% active in at least one column).
